Bioassay records (PubChem BioAssay)
HttQ103 aggreg = mutant huntingtin aggregation inhibition; PC12 HttQ103-GFP aggregates, Acumen cytometry, 40 h; Potency, µM (doses to about 46.1 µM), inactives show top-dose activity change, negative = inhibition, usual class: inhibitors; actives 1.1% (n = 220,000); AID 1688; note: potency is the fitted concentration of half-maximal effect; % is set by controls: 0 for no effect and ±100 for the full control effect; nearly all actives have a fitted effect of over 60% in size
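Steps: seed 1500 PC12 HTTQ103-GFP cells/well; add tebufenozide, 100 nM final; add compound titration; add ATPLite reagent; quantify GFP aggregates by laser scanning cytometry.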
IMPase Li inh = IMPase inhibition in cells with lithium potentiation. CHO-M1 cells, IP1 TR-FRET (IP-One), carbachol + lithium. Potency, µM (series often up to 59.4 µM), for the others: at the top dose activity, negative = IMPase inhibition, most hits filed as inhibitors. actives 0.35% (n = 210,000). AID 1457;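 note: IP1 builds up when IMPase is blocked and the TR-FRET signal falls; potency is the fitted concentration of half-maximal effect; plate controls were basal vehicle for no effect and high inhibitor control for full effect; nearly all actives have a fitted effect of over 50% in size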
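IP1 accumulation measured by competitive TR-FRET in lysed CHO-M1 cells after 30 min compound exposure at 37C, with a small lithium addition to potentiate weak responses. Hill-equation AC50 from ratio and donor-channel data.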
CBFb-RUNX1 inh = CBF-beta/RUNX1 interaction disruption; Q01196+Q13951; AlphaScreen CBFb-His/RUNX1-biotin binding, biochemical; Potency, µM (doses to about 59.8 µM), for inactives: top-dose activity, negative = inhibition, hits mostly inhibitors; 230,000 tested, under 10 active; AID 1477; note: % of control where 0% means no effect
Target sequence (Q01196 whole entry, looked up): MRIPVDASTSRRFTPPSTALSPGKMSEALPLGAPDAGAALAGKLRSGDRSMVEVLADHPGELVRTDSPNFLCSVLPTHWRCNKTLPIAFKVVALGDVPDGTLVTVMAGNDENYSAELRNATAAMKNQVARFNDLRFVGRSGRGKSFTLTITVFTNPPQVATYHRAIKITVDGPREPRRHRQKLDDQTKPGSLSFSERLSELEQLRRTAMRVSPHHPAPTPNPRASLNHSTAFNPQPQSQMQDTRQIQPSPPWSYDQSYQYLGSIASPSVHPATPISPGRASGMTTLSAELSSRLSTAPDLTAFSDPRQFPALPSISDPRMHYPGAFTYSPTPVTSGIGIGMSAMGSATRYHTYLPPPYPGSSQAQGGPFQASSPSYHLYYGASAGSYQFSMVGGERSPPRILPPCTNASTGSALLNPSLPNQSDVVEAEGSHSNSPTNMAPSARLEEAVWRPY
Target sequence (Q13951 whole entry, looked up): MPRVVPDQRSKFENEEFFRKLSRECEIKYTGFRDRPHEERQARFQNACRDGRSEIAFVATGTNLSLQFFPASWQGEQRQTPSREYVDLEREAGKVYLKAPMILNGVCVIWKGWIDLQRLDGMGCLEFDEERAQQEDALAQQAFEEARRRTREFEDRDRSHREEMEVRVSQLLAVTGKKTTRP
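Interaction loss through any mechanism counts as activity. Pre-formed complex of His-CBF-beta and biotin-RUNX1 (30 nM apiece) is incubated with compound 15 min, then with 50 ng nickel and 50 ng streptavidin beads for 90 min before AlphaScreen detection.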
HTT cytoprotect = protects HTT-Q103 PC12 cells, measured by ATP. PC12 HTT-Q103 induced, cytoprotection, ATP luminescence, 40 h. Potency, µM (highest dose often 56.4 µM), without a hit: cytoprotection (ATP increase), usual class: activators. actives 0.14% (n = 230,000). AID 1471;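 note: potency is the fitted concentration of half-maximal effect; % of control where 0% means no effect; nearly all actives have a fitted effect of over 45% in size; toxic huntingtin expression switched on by the ecdysone agonist tebufenozide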
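Compounds added alongside 100 nM tebufenozide, which induces toxic Q103 huntingtin exon 1-GFP in stable PC12 cells; surviving cells quantified by luminescent ATP measurement. Medium: phenol red-free DMEM, 5% equine and 5% calf serum.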
SMN2 splice up = enhancers of SMN2 splice variant expression. HEK293 SMN2-luciferase splicing reporter, luminescence, 30-36 h. Potency, µM (doses to about 46.1 µM), inactives show at the highest dose activity change, positive = activation, usual class: activators. actives 2.8% (n = 210,000); note: potency is the fitted concentration of half-maximal effect; % of control where 0% means no effect; nearly all actives have a fitted effect of over 55% in size
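qHTS luciferase splicing reporter: luminescence rises when SMN2 exon 7 is included in transfected HEK293 cells. Compound exposure lasted 30-36 h at 37C, with 4.5 mM final sodium butyrate as control, followed by a ONE-Glo read.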
Luc counter = Kinase-Glo luciferase inhibition (counter-screen) | AID 1379 | Potency, µM (highest dose often 38.3 µM), inactives show at the highest dose activity change, negative = inhibition, hits mostly inhibitors | Kinase-Glo luciferase, ATP luminescence, 8 min | Q27757 | actives 0.28% (n = 200,000); note: potency is the fitted concentration of half-maximal effect; % is set by controls: 0 for no effect and ±100 for the full control effect; nearly all actives have a fitted effect of over 60% in size
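Compound is pinned into ATP-containing buffer (10 uM ATP, imidazole pH 7.2, 7 mM MgCl2). Kinase-Glo luciferase reagent is then added. Light output is recorded following an 8-min room-temperature incubation.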
LMNA splice mod = LMNA splicing modulation; HeLa LMNA splicing GFP/RFP minigene ratio, 48 h; Potency, µM (doses to about 46.1 µM), for inactives: at the top dose ratio change, negative = inhibition, usual class: inhibitors; actives 0.01% (n = 200,000); active = well fitted inhibition curve with a large enough effect in the signal ratio, with a control signal flat, not every such curve was filed as active; inconclusive = small, poorly fitted or top-dose-only effect, or effect the other way, or a change in a side signal; the % refers to the signal ratio; note: potency is the fitted concentration of half-maximal effect; % is set by controls: 0 for no effect and ±100 for the full control effect
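Read-out is the ratio of GFP to DsRed2 object intensity, acquired by 488 nm laser-scanning cytometry on HeLa lamin A-EGFP minigene reporter cells. Compound incubation 48 hrs at 37 °C in Opti-MEM with 2% FBS; DMSO 0.5% final.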
The depositor's hits bear a star; [ ] = another dose, or the depositor's remark. Unless noted, calls come from the whole dose curve; as a rule, active = well fitted curve in the direction sought with a large enough effect; inconclusive = small, poorly fitted or top-dose-only effect, or another doubt; inactive = no such curve, though single readings can be large; an effect the other way counts as inactive or inconclusive.

COC(=O)C(NC(=O)c1ccco1)(Nc1nc(C2CC2)cs1)C(F)(F)F (configuration not stated) was read as HttQ103 aggreg -3%, IMPase Li inh 25%[38.3 µM], CBFb-RUNX1 inh 4%, HTT cytoprotect 16%, SMN2 splice up 16%, Luc counter 2% and LMNA splice mod 6%.
Screening CCN(CC)S(=O)(=O)c1ccc(N2CCOCC2)c(NC(=O)CC(C)(C)C)c1 returned HttQ103 aggreg -2%[9.22 µM], CBFb-RUNX1 inh 9% and HTT cytoprotect -12%[10 µM].
Screening CC1CN(S(=O)(=O)c2ccc(C(=O)Nc3sccc3C(N)=O)cc2)CC(C)O1 (configuration not stated) returned HttQ103 aggreg 9%, IMPase Li inh 8%, CBFb-RUNX1 inh 0%, HTT cytoprotect 8%[10 µM], SMN2 splice up -49%[inhibitor], Luc counter 11% and LMNA splice mod inconclusive.
For Cc1cc(=O)oc2cc(OC(C)C(=O)O)c(Cl)cc12 (configuration not stated) the results were HttQ103 aggreg 4%, IMPase Li inh -5%, CBFb-RUNX1 inh 8%, HTT cytoprotect -3%[10 µM], SMN2 splice up -9%, Luc counter 10% and LMNA splice mod -4%.
Screening Nc1nncn1C(=O)c1cc(Br)ccc1Cl returned HttQ103 aggreg -2%, IMPase Li inh -2%[38.3 µM], CBFb-RUNX1 inh 5%, HTT cytoprotect -2%, SMN2 splice up 24%, Luc counter 2% and LMNA splice mod 2%.
Cc1ccc(C(=O)NCC(=O)Nc2ccc(C)c(S(=O)(=O)Nc3ccc(Cl)cc3)c2)s1 was read as HttQ103 aggreg -5%, IMPase Li inh -2%, CBFb-RUNX1 inh -5%, HTT cytoprotect -20%[10 µM], SMN2 splice up -19% and Luc counter 3%.
Screening CCOc1ccc(N2CC(C(=O)N3CCc4ccccc4C3)CC2=O)cc1 (configuration not stated) returned HttQ103 aggreg 19%, IMPase Li inh -10%[38.3 µM], CBFb-RUNX1 inh 2%, HTT cytoprotect inconclusive, SMN2 splice up -17%, Luc counter 1% and LMNA splice mod 7%.
Screening OCCSc1nnc(Nc2ccccc2)s1 returned HttQ103 aggreg 23%, IMPase Li inh -1%[38.3 µM], CBFb-RUNX1 inh -2%, HTT cytoprotect 1%, SMN2 splice up inconclusive, Luc counter -29% and LMNA splice mod -8%.
For COc1ccc(OC)c2[nH]c(=O)c(CCNS(=O)(=O)c3ccc(Cl)cc3)cc12 the results were HttQ103 aggreg -9%, IMPase Li inh -6%[38.3 µM], CBFb-RUNX1 inh -14%, HTT cytoprotect 12%, SMN2 splice up -41%[inhibitor], Luc counter 5% and LMNA splice mod -14%.
For O=C(NC12CC3CC(CC(C3)C1)C2)c1ccc(COc2ccc(Cl)cc2[N+](=O)[O-])o1 the results were HttQ103 aggreg inconclusive, IMPase Li inh 0%[38.3 µM], CBFb-RUNX1 inh -19%, HTT cytoprotect -70%[inhibitor], SMN2 splice up -28%, Luc counter 0% and LMNA splice mod 3%.
O=C(Nc1cccc(F)c1)N1CCCC2(CCN(C(=O)c3cnccn3)CC2)C1 was read as IMPase Li inh 8%, HTT cytoprotect -6%, SMN2 splice up -1% and Luc counter 0%.
Cc1cc(C)c2[nH]c(=O)c(CN(CC3CCCO3)S(=O)(=O)c3ccc4c(c3)OCCO4)cc2c1 (configuration not stated) was read as HttQ103 aggreg inconclusive, IMPase Li inh 3%[38.3 µM], CBFb-RUNX1 inh -2%, HTT cytoprotect -34%, SMN2 splice up -8%, Luc counter 0% and LMNA splice mod -4%.
Cc1cccc(C2c3[nH]c4ccccc4c3CCN2Cc2cccn2-c2ncccn2)c1 (configuration not stated) was read as IMPase Li inh 15%, CBFb-RUNX1 inh inconclusive, SMN2 splice up 20µM* and Luc counter 0%.
Screening COCCNC(C)C(=O)Nc1ccc(Br)cc1 (configuration not stated) returned HttQ103 aggreg -1%, IMPase Li inh -1%[38.3 µM], CBFb-RUNX1 inh 6%, HTT cytoprotect 28%, SMN2 splice up -14%, Luc counter -1% and LMNA splice mod -1%.
CCOc1cc(/C=N/NC(=O)CN(CCc2ccccc2)S(=O)(=O)c2ccc(NC(C)=O)cc2)ccc1O was read as HttQ103 aggreg 18%, IMPase Li inh 13%, CBFb-RUNX1 inh -6%, HTT cytoprotect 14%[10 µM], SMN2 splice up -12%[1.84 µM], Luc counter -5% and LMNA splice mod -8%.
For COc1ccc(NC(=O)C2CCCN2C(=O)OCc2ccccc2)cc1 (configuration not stated) the results were HttQ103 aggreg -21%[9.22 µM], CBFb-RUNX1 inh -1% and HTT cytoprotect -27%[10 µM].
Screening C=CC(C)Sc1nc2c(c(=O)n(C)c(=O)n2C)n1Cc1ccccc1Cl (configuration not stated) returned HttQ103 aggreg -6%, IMPase Li inh 23%[38.3 µM], CBFb-RUNX1 inh 13%, HTT cytoprotect -2%[10 µM], SMN2 splice up -26%, Luc counter -3% and LMNA splice mod -4%.
For CNC(=O)CSc1nnc(-c2cccnc2)n1-c1ccc(C)cc1 the results were IMPase Li inh 2%, CBFb-RUNX1 inh 3%, SMN2 splice up 6%, Luc counter 1% and LMNA splice mod 17%[46 µM].
CS(=O)(=O)NC1CCN(Cc2ccccc2)CC1 was read as HttQ103 aggreg -8%, IMPase Li inh 23%[38.3 µM], CBFb-RUNX1 inh 2%, HTT cytoprotect 8%, SMN2 splice up 28%, Luc counter -3% and LMNA splice mod 2%.
`O=C(NCCN1C(=O)S/C(=C\c2ccccc2F)C1=O)C1CCN(S(=O)(=O)c2cccs2)CC1` gave HttQ103 aggreg -5%, IMPase Li inh 7%, CBFb-RUNX1 inh -10%, HTT cytoprotect 6%[10 µM], SMN2 splice up inconclusive, Luc counter -1% and LMNA splice mod -10%.
CCc1c(C(=O)NNC(=S)NCC(C)C)csc1C was read as HttQ103 aggreg -8%, IMPase Li inh 1%[38.3 µM], CBFb-RUNX1 inh 5%, HTT cytoprotect -4%, SMN2 splice up 26%, Luc counter 2% and LMNA splice mod inconclusive.
`O=C1CCC=C1C(O)CCc1ccccc1` (configuration not stated) gave IMPase Li inh 3%, CBFb-RUNX1 inh -4%, HTT cytoprotect -9%, SMN2 splice up 6% and Luc counter 0%.
For O=C(NCCCCCCNC(=O)N1CCCCCC1)N1CCCCCC1 the results were HttQ103 aggreg 16%, IMPase Li inh 27%[38.3 µM], CBFb-RUNX1 inh -1%, HTT cytoprotect -1%, SMN2 splice up 1%, Luc counter -1% and LMNA splice mod -5%.
Screening Cc1ccc2nc(-c3cccnc3)c(NC3CCCCC3)n2c1 returned HttQ103 aggreg -8%, IMPase Li inh 5%, CBFb-RUNX1 inh 6%, HTT cytoprotect 4%[10 µM], SMN2 splice up -10%, Luc counter 1% and LMNA splice mod -5%.
For O=C(CSc1nnc(-c2cc(-c3cccs3)nc3ccccc23)o1)NC1CCCCC1 the results were HttQ103 aggreg -10%[9.22 µM], IMPase Li inh -12%[38.3 µM], CBFb-RUNX1 inh 0%, HTT cytoprotect 12%, SMN2 splice up -15%, Luc counter 8% and LMNA splice mod 8%.
`COc1ccc(/C=C/C(=O)Nc2cccc(S(=O)(=O)N3CCCC3)c2)cc1OC` gave HttQ103 aggreg inconclusive, IMPase Li inh 14%, CBFb-RUNX1 inh -17%, HTT cytoprotect 16%[10 µM], SMN2 splice up -17%, Luc counter -1% and LMNA splice mod inconclusive.
For CN(C(=O)CSc1nnc(-c2cccs2)o1)C1CCS(=O)(=O)C1 (configuration not stated) the results were HttQ103 aggreg 14%, IMPase Li inh 0%, CBFb-RUNX1 inh 13%, HTT cytoprotect -25%, SMN2 splice up 1%, Luc counter -1% and LMNA splice mod inconclusive.
For Clc1ccc(-c2nnc(CSc3nnc(-c4cccs4)o3)o2)cc1 the results were HttQ103 aggreg 13%, IMPase Li inh 18%[38.3 µM], CBFb-RUNX1 inh 1%, HTT cytoprotect 8%, SMN2 splice up -6%, Luc counter -4% and LMNA splice mod 11%.
`O=C(CCN1C(=O)C2C3C=CC(C3)C2C1=O)Nc1ccc(F)cc1` (configuration not stated) gave HttQ103 aggreg 4%, IMPase Li inh 2%, CBFb-RUNX1 inh 23%, HTT cytoprotect 12%[10 µM], SMN2 splice up 16%, Luc counter -4% and LMNA splice mod -10%.
Screening O=C(Nc1ccccc1)c1ccc(NCc2ccco2)c(S(=O)(=O)N2CCOCC2)c1 returned HttQ103 aggreg 10%, IMPase Li inh 55%[activator][38.3 µM], CBFb-RUNX1 inh 1%, HTT cytoprotect 1%, SMN2 splice up 12%, Luc counter 2% and LMNA splice mod 3%.
For COc1ccc(C(c2nnnn2C2CCCC2)N2CCN(c3ccccc3)CC2)cc1 (configuration not stated) the results were HttQ103 aggreg -22%, IMPase Li inh 13%, CBFb-RUNX1 inh -3%, HTT cytoprotect 13%[10 µM], SMN2 splice up -15%, Luc counter 0% and LMNA splice mod inconclusive.
`CCOC(=O)C1=C(C)N(C)C(C)=C(C(=O)OCC)C1c1ccc(C(=O)OC)cc1` gave HttQ103 aggreg inconclusive, IMPase Li inh 66%[activator][38.3 µM], CBFb-RUNX1 inh 12%, HTT cytoprotect -12%, SMN2 splice up 0%, Luc counter -3% and LMNA splice mod 0%.
For Cc1c(Cl)cccc1NC(=O)CCCn1nc([N+](=O)[O-])cc1C the results were HttQ103 aggreg -3%, IMPase Li inh 10%, CBFb-RUNX1 inh -8%, HTT cytoprotect -8%, SMN2 splice up -2%, Luc counter -1% and LMNA splice mod inconclusive.
`O=C(COC(=O)/C=C/c1cccc(F)c1)Nc1ncccn1` gave HttQ103 aggreg 43%[9.22 µM], CBFb-RUNX1 inh 10% and HTT cytoprotect 26%[10 µM].

Sorted by number of heavy atoms (ascending): some entries from above
`O=C(COC(=O)/C=C/c1cccc(F)c1)Nc1ncccn1` gave HttQ103 aggreg 43%[9.22 µM], CBFb-RUNX1 inh 10% and HTT cytoprotect 26%[10 µM].
Screening Cc1ccc2nc(-c3cccnc3)c(NC3CCCCC3)n2c1 returned HttQ103 aggreg -8%, IMPase Li inh 5%, CBFb-RUNX1 inh 6%, HTT cytoprotect 4%[10 µM], SMN2 splice up -10%, Luc counter 1% and LMNA splice mod -5%.
For COc1ccc(C(c2nnnn2C2CCCC2)N2CCN(c3ccccc3)CC2)cc1 (configuration not stated) the results were HttQ103 aggreg -22%, IMPase Li inh 13%, CBFb-RUNX1 inh -3%, HTT cytoprotect 13%[10 µM], SMN2 splice up -15%, Luc counter 0% and LMNA splice mod inconclusive.
